Exocytosis inh – lytic granule exocytosis inhibition. 360,000 tested, 0.66% active. inhibition, % at 10 µM. TALL-104 LAMP-1 surface exposure, flow cytometry; cells stimulated with thapsigargin and PMA;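 active means inhibition above about 55%, limit read from the data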
ABHD5 PLIN5 PPI – inhibitors of human ABHD5-perilipin-5 interaction | Q00G26+Q8WTS1 | Split G. princeps luciferase complementation, luminescence, 4 h | inhibition, % at 4 µM | 360,000 tested, 0.78% active | AID 602281;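 active means inhibition above the mean inhibition across every tested compound plus 3 SD, cut at about 22% in these data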;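 further: 0% = DMSO only wells and the 100% control is not disclosed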
Target sequence (Q00G26 whole entry, looked up): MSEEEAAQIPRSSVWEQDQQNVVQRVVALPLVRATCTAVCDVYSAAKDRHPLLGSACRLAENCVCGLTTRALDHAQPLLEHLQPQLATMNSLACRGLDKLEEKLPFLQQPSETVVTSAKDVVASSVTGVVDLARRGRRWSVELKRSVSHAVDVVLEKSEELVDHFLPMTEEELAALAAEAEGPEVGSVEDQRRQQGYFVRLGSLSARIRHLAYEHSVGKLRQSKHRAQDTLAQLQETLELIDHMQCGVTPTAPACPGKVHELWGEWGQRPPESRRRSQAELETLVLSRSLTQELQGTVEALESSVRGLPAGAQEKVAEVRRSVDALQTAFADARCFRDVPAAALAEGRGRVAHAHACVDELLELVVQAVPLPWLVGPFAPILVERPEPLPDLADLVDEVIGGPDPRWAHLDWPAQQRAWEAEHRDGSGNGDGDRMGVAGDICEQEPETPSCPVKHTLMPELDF
Target sequence (Q8WTS1 whole entry, looked up): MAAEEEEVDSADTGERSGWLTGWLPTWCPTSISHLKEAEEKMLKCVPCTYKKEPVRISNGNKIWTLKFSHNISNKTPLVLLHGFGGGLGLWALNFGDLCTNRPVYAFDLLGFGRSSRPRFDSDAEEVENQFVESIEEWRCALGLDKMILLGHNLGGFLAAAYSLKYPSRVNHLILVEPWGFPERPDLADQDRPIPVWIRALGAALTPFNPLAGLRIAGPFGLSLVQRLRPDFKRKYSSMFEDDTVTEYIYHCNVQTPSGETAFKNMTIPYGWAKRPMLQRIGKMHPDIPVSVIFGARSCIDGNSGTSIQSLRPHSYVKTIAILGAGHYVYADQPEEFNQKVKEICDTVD
H9c2 protect – modulators protecting cardiomyocytes from myocardial damage; H9c2 cardiomyocytes, H2O2 injury protection, ATPLite, 2 h; protection from H2O2 cell death, % at 20 µM; 360,000 tested, 0.63% active; AID 588492;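 active means compounds giving at least 50% protection of heart cells from peroxide-induced death in the single-dose screen, raw or plate-pattern-corrected value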;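 further: 0% = DMSO wells with peroxide and 100% = DMSO wells without peroxide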
hiPSC survival – enhancers of human iPSC single-cell survival | hiPSC single-cell survival, ATPlite luminescence; 100% = ROCK inhibitor wells, 0% = DMSO | survival enhancement, % at 20 µM | 360,000 tested, 0.044% active; in the data active means survival enhancement above about 18%;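 further: cells exposed to compounds for 16 hours before the ATP read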
N-glyco inh – N-linked glycosylation inhibition; AID 588692; D54 ERlucT glycosylation luciferase reporter, 24 h; percent of 100 nM tunicamycin response; reporter increase, % at 12.5 µM; 360,000 tested, 0.23% active;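 active means mean luciferase reporter signal, scaled so untreated is 0 and the glycosylation-blocking control 100, at or above a set limit in every replicate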;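 further: luciferase carries N-glycosylation sites so blocking glycosylation raises the light; 0% = median of neutral control wells and 100% = median of 100 nM tunicamycin wells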
MC4R antagonist – blocks human MC4R cAMP signaling | P32245 | MC4R-expressing cells, MTII-stimulated cAMP, LANCE TR-FRET | inhibition, % at 6.5 µM | 360,000 tested, 0.48% active;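 active means inhibition above its plate's cutoff, the mean of tested wells on that plate plus 3 SD, cut at about 29% in these data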;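 further: 0% = Melanotan II alone and 100% = Melanotan II plus saturating MCL0020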
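System: U2OS-MC4R stable cell line; Technique: Eu-cAMP/anti-cAMP TR-FRET, emission 671 nm; Repeats: single well per compound; Also added: Melanotan II; Dosing: one concentration, 6.5 µM nominal; Schedule: 30-min compound, 1-h challenge, 1-h detection, room temperature.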
MC4R ag barr – agonists of human melanocortin 4 receptor (MC4R) beta-arrestin | U2OS MC4R beta-arrestin complementation, luminescence; percent of melanotan II response, DMSO zero | 360,000 tested, 0.98% active | activation, % at 8.9 µM | P32245 | AID 540308;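 active means activation above a per-plate cutoff, the mean activation of sample wells on that plate plus 3 SD, cut at about 8% in these data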
aDG glyco up – increases alpha dystroglycan glycosylation. Pro5-aDG cells, alpha-DG glycosylation AlphaScreen (IIH6); 0% Pro5, 100% B10-LARGE cell signal. activation, % at 10 µM. 360,000 tested, 0.22% active. AID 624168;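 active means activation of at least 8% versus controls, or a plate z-score of at least 8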;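 further: Pro5 are CHO cells carrying HIG-tagged alpha-DG that lacks glycosylation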
HTR2A ag – mouse HTR2A agonism via beta-arrestin recruitment; 360,000 tested, 0.66% active; P35363; CHO-K1 mHTR2A beta-arrestin complementation, luminescence; percent of 30 µM serotonin response; AID 624169; activation, % at 7.6 µM;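 active means activation above a run cutoff, the mean activation of all tested compounds plus 3 SD, cut at about 14% in these data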;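 further: 0% = plate median of compound wells and 100% = 30 µM serotonin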
ABCB6 inh 2 – blocks the human ABCB6 transporter. Q9NP58. K562-ABCB6 porphyrin accumulation, flow cytometry, 1 h; active compounds read low. fluorescence ratio to DMSO, % at 10 µM. 360,000 tested, 0.19% active;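 active means fluorescence ratio to DMSO below 75%, the collection mean minus 3 SD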;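 further: signal is porphyrin accumulated inside mitochondria; 100% equals median channel fluorescence of DMSO control wells; lower ratio means ABCB6 inhibition with less porphyrin fluorescence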
An asterisk follows results filed as active.

SMILES | Exocytosis inh | ABHD5 PLIN5 PPI | H9c2 protect | hiPSC survival | N-glyco inh | MC4R antagonist | MC4R ag barr | aDG glyco up | HTR2A ag | ABCB6 inh 2
Cc1ccc(C(c2nnnn2Cc2ccccc2)N2CCN(Cc3ccccc3)CC2)cc1 (stereo not drawn) | 5 | 4 | 1 | 0.1 | -6 | 3 | 0.6 | -0.2 | -10 | 94
CCNC1(C#N)CCN(Cc2ccccc2)CC1 | -1 | 5 | 6 | 0.0 | 1 | 8 | -1.4 | 0.6 | 2 | 100
O=C(Nc1nc(-c2ccco2)c(-c2ccco2)s1)c1c(F)cccc1Cl | 0 | 33* | -1 | -0.1 | -1 | 6 | -2.1 | 0.1 | -8 | 98
O=C(COC(=O)c1cc(=O)[nH]c2ccccc12)NCc1cccs1 | -3 | -10 | -1 | -0.6 | 2 | -8 | -1.6 | 0.0 | 5 | 98
COC(=O)c1ccccc1NC(=O)Oc1ccc(C(C)C)cc1 | -2 | -1 | -14 | 2.1 | 3 | -6 | -1.9 | 0.5 | 0 | 97
O=C(Nc1cccc(C(F)(F)F)c1)c1c(O)c2ccccc2[nH]c1=O | -3 | 0 | 2 | -0.6 | 2 | 1 | 0.0 | 0.0 | -2 | 94
COC(=O)c1ccccc1NC(=O)COc1ccccc1[N+](=O)[O-] | -3 | 1 | 11 | 3.3 | 0 | -3 | 1.4 | 0.4 | 1 | 99
CC(=O)N1c2ccc(S(=O)(=O)NCCC(=O)NCCc3ccc(Cl)cc3)cc2CC1C (stereo not drawn) | 2 | -6 | -10 | -0.3 | -2 | 5 | -1.5 | 0.1 | 7 | 99
CC(C)(C)OC(=O)C[C@H]1C/C=C\C[C@@H](CC(=O)N(CCO)Cc2ccccc2)C(=O)N[C@H](C(C)(C)C)COC1=O | -5 | -8 | 2 | -1.5 | 0 | 2 | -1.2 | -0.4 | -2 | 95
COc1ccc(S(=O)(=O)N(C)CC(=O)NCc2ccccc2)cc1OC | 2 | -1 | 0 | 1.8 | 1 | 0 | -0.2 | 0.2 | -3 | 94
Fc1ccccc1-c1nc(-c2ccncc2)no1 | -4 | -2 | -7 | 0.9 | -7 | 7 | -2.7 | 0.1 | 1 | 98
Cc1[nH]c2ccccc2c1/C=N/NC(=O)CNC(=O)COc1ccccc1 | -2 | 4 | 6 | -0.4 | 0 | 8 | 0.8 | -0.6 | 4 | 96
O=C(Oc1cccc(C(=S)N2CCCCC2)c1)c1ccccc1 | 0 | 11 | -13 | -0.2 | 1 | -2 | -1.8 | 1.2 | 0 | 87
O=C(CCN1CCCCC1)NCNC(=O)CCN1CCCCC1 | 0 | 0 | 0 | -3.2 | -1 | 3 | -1.9 | 0.0 | -1 | 99
O=C1NC(=O)C(Cc2ccccc2)(c2ccccc2)N1 (stereo not drawn) | -2 | 7 | 6 | 2.2 | 0 | 2 | 0.2 | -0.2 | 1 | 96
O=C(COC(=O)c1ccc(F)cc1F)Nc1ccc(Cl)cn1 | -3 | 3 | 12 | 0.4 | 2 | 3 | 1.4 | -0.1 | 5 | 97
O=C(CCC(=O)Nc1ccccc1)NNS(=O)(=O)c1ccc(Cl)cc1 | 2 | -6 | -1 | 1.0 | 2 | 2 | -4.1 | 0.5 | 9 | 97
COCCNc1ncnc2nc[nH]c12 | 1 | 1 | -2 | -2.8 | 0 | 5 | -0.7 | -0.3 | 1 | 93
S=C1NCN(Cc2cccnc2)CN1c1cccc(Cl)c1 | 1 | -2 | 0 | 0.0 | -1 | 11 | 0.2 | 0.0 | 2 | 107
CCOC(=O)N1CCC(NC(=O)C2=CCN(S(=O)(=O)c3ccccc3)CC2)CC1 | 0 | 0 | -2 | -0.6 | 1 | 2 | -1.7 | 0.0 | 1 | 91
COc1cccc(CNC(=O)c2ccc(CS(=O)c3ccccc3)o2)c1 (stereo not drawn) | -1 | -1 | 0 | -0.1 | 0 | -1 | -2.7 | -0.3 | 2 | 100
Clc1ccc(-n2cnnn2)cc1 | 0 | 2 | 8 | 9.2 | 1 | 0 | 1.3 | -0.1 | 5 | 102
CN(C)C(=O)c1ccc(N/C=C(\C=O)c2nc3ccccc3o2)cc1 | -2 | -4 | -3 | -3.3 | 1 | 11 | -0.7 | 0.1 | -3 | 92
CCCn1c(C)nc2c(c1=O)c1nc3ccccc3nc1n2CCC1=CCCCC1 | 6 | 12 | 17 | -1.6 | -3 | 10 | -1.4 | -0.3 | -2 | 95
O=C(c1cc2nc(-c3ccco3)cc(C(F)(F)F)n2n1)N1CCN(c2ccccn2)CC1 | 3 | -2 | 38 | 0.4 | 0 | 2 | 0.3 | -0.5 | -5 | 95

ABHD5 PLIN5 PPI, hit marks shown above
SMILES,Exocytosis inh,ABHD5 PLIN5 PPI,N-glyco inh,MC4R antagonist,MC4R ag barr,aDG glyco up,HTR2A ag,ABCB6 inh 2
O=C(Nc1nc(-c2ccco2)c(-c2ccco2)s1)c1c(F)cccc1Cl,0,33*,-1,6,-2.1,0.1,-8,98

A different layout for 2 compounds above.
Every second line gives: Exocytosis inh | ABHD5 PLIN5 PPI | H9c2 protect | hiPSC survival | N-glyco inh | MC4R antagonist | MC4R ag barr | aDG glyco up | HTR2A ag | ABCB6 inh 2
- O=C(CCC(=O)Nc1ccccc1)NNS(=O)(=O)c1ccc(Cl)cc1
→ 2 | -6 | -1 | 1.0 | 2 | 2 | -4.1 | 0.5 | 9 | 97
- COCCNc1ncnc2nc[nH]c12
→ 1 | 1 | -2 | -2.8 | 0 | 5 | -0.7 | -0.3 | 1 | 93

Additional records:
SMILES | Exocytosis inh | ABHD5 PLIN5 PPI | H9c2 protect | hiPSC survival | N-glyco inh | MC4R antagonist | MC4R ag barr | aDG glyco up | HTR2A ag | ABCB6 inh 2
Cc1c(Cl)cccc1NC(=S)N(Cc1ccccc1)Cc1cccnc1 | -3 | 1 | 7 | -0.1 | -3 | 4 | 3.1 | 0.3 | 1 | 96
O=C(Nc1cc(S(=O)(=O)N2CCOCC2)ccc1Cl)c1cc2ccccc2o1 | -4 | 1 | 0 | -0.1 | -4 | 5 | -1.9 | 0.2 | -5 | 95
O=Cc1c(NCc2ccco2)nc2ccccn2c1=O | 0 | 4 | -2 | -0.6 | 1 | 7 | -3.0 | -0.1 | 3 | 94
O=C(CCCOc1ccc(Cl)cc1Cl)NNC(=O)C1CCC1 | -2 | -7 | -6 | -0.6 | 1 | 3 | -1.6 | 0.0 | 0 | 102
COc1cc(C(=O)Nc2ccc(S(=O)(=O)Nc3cc(C)on3)cc2)cc(OC)c1OC | 2 | -1 | 3 | 12 | 3 | 0 | -3.5 | 0.1 | 3 | 101
Cc1cccc2c(N=O)c(O)[nH]c12 | -5 | 1 | -3 | -0.8 | 1 | 7 | 1.4 | 0.0 | 4 | 95
Cc1ccc(S(=O)(=O)Nc2ccc(S(=O)(=O)N3CCOCC3)cc2)cc1 | 1 | -1 | -1 | -0.5 | 1 | 8 | -2.5 | -0.2 | -4 | 102
Cc1ccc(-c2nnc(SCC(=O)Nc3ccc(N4CCOCC4)cc3)o2)cc1 | -2 | -3 | 1 | 2.4 | 0 | 0 | -2.6 | -0.1 | 4 | 100
O=C(CCCC(=O)N(CC(=O)NC1CCCC1)c1cccc(F)c1)Nc1ccccn1 | -12 | -5 | 7 | 0.0 | -3 | 19 | 3.7 | 0.0 | 2 | 95
O=C(CCN1CCN(C(c2ccccc2)c2ccccc2)CC1)N/N=C/c1ccc(O)cc1O | 22 | 4 | 61* | 0.3 | 5 | -2 | 2.4 | 0.1 | -10 | 89
Cc1[nH]c2ccccc2c1Cc1n[nH]c(=S)o1 | -4 | -6 | 2 | -2.1 | 0 | 5 | -0.6 | 0.1 | -8 | 106
Cc1cc(N2CCN(C)CC2)ccc1NC(=O)c1cccc(S(=O)(=O)N2CCc3ccccc3C2)c1 | 39 | 16 | -19 | 0.0 | 3 | 10 | 0.8 | -0.1 | -9 | 99
O=C(N1CCN(CCO)CC1)N1c2ccccc2CCc2ccccc21 | 3 | 3 | 1 | -0.4 | 1 | 3 | -1.4 | 0.1 | 1 | 98
O=C(Cc1ccc(Cl)cc1)Nc1cccc(S(=O)(=O)N2CCCCC2)c1 | 7 | -10 | -12 | -0.2 | -2 | 9 | 7.1 | 0.2 | -1 | 95
Nc1ccccc1SCc1cc([N+](=O)[O-])cc2c1OCOC2 | -2 | 3 | 6 | 1.0 | 0 | 6 | -3.0 | -0.4 | -5 | 95
Nc1nnc(SCC(=O)NC2CCCCCC2)s1 | 0 | 19 | -1 | 0.2 | -1 | 6 | 0.0 | 0.0 | 13 | 98
CC1CCCC(C)N1C(=O)COC(=O)CNC(=O)c1ccccc1F (stereo not drawn) | 5 | 3 | 2 | 1.3 | -2 | 13 | -2.3 | -0.1 | -2 | 100
Cc1sc2nc[nH]c(=O)c2c1-c1ccc(F)cc1 | -3 | -3 | 9 | 0.1 | 4 | -6 | -1.4 | 0.2 | 2 | 100
CC(/C=C1\SC(=S)N(NC(=O)c2ccc(C)cc2)C1=O)=C\c1ccccc1 | -3 | 1 | -5 | 3.5 | -1 | 3 | 0.1 | 0.1 | 7 | 91
O=C(N/N=C/c1cc(Br)ccc1O)c1ccccc1Cl | 2 | 2 | 56* | -1.0 | -5 | 11 | 1.7 | 0.5 | -6 | 89
Cc1[nH]n(-c2ccccc2)c(=O)c1C=NCC1CCCO1 (stereo not drawn) | 0 | -2 | 6 | -2.1 | 0 | 16 | 0.7 | -0.3 | -1 | 103
COc1ccc(C2CC(=O)c3cc(OC)c(OC)cc32)cc1OC (stereo not drawn) | 6 | 6 | 1 | 0.8 | 1 | -1 | -1.7 | 0.0 | 3 | 96
COc1ccc(S(=O)(=O)N2CCCCCC2)cc1C(=O)OCC(=O)NC(C)(C)C | -4 | 1 | -1 | 0.2 | 0 | 10 | -2.3 | 0.1 | -4 | 98
CCOc1cc(OCC)cc(C(=O)O)c1 | 1 | -1 | 6 | 0.4 | 3 | 9 | 0.6 | -0.2 | -3 | 97
COC(=O)c1ccccc1NC(=O)CSc1n[nH]c(-c2cccnc2)n1 | 1 | 0 | -6 | -1.5 | 0 | 1 | -3.4 | 0.3 | 1 | 105
CCOC(=O)c1c(C)nc(C)c(C(=O)OCC)c1-c1cccnc1 | 3 | 8 | 4 | -0.4 | 1 | -3 | -0.5 | 0.1 | -2 | 91
O=C(c1cc(-c2ccc(Cl)cc2)n(-c2ccc(Cl)c(Cl)c2)n1)N1CCOCC1 | 0 | -1 | 2 | -1.7 | 0 | 5 | 2.0 | 0.3 | -6 | 101

5 entries from above, sorted by the number in MC4R antagonist, highest first:
mol	MC4R antagonist
Cc1[nH]n(-c2ccccc2)c(=O)c1C=NCC1CCCO1 (stereo not drawn)	16
Cc1ccc(S(=O)(=O)Nc2ccc(S(=O)(=O)N3CCOCC3)cc2)cc1	8
Cc1cccc2c(N=O)c(O)[nH]c12	7
O=C(c1cc(-c2ccc(Cl)cc2)n(-c2ccc(Cl)c(Cl)c2)n1)N1CCOCC1	5
CC(/C=C1\SC(=S)N(NC(=O)c2ccc(C)cc2)C1=O)=C\c1ccccc1	3
